# High-throughput results as filed in PubChem.
# KDM5B inh = KDM5B demethylase inhibition; Q9UGL1; KDM5B demethylase, FDH-coupled NADH fluorescence (FDH is formaldehyde dehydrogenase); Potency, µM (doses to about 57.7 µM), inactives show at the highest dose activity change, negative = inhibition, usual class: inhibitors; 220,000 tested, 2.6% active; AID 1347165; active = well fitted inhibition curve with a large enough effect; inconclusive = small, poorly fitted or top-dose-only effect; inactive = no such curve, though single readings can be large or run the other way; note: 0% is about no effect; nearly all actives have a fitted effect of over 70% in size
# Target sequence (Q9UGL1 whole entry, looked up): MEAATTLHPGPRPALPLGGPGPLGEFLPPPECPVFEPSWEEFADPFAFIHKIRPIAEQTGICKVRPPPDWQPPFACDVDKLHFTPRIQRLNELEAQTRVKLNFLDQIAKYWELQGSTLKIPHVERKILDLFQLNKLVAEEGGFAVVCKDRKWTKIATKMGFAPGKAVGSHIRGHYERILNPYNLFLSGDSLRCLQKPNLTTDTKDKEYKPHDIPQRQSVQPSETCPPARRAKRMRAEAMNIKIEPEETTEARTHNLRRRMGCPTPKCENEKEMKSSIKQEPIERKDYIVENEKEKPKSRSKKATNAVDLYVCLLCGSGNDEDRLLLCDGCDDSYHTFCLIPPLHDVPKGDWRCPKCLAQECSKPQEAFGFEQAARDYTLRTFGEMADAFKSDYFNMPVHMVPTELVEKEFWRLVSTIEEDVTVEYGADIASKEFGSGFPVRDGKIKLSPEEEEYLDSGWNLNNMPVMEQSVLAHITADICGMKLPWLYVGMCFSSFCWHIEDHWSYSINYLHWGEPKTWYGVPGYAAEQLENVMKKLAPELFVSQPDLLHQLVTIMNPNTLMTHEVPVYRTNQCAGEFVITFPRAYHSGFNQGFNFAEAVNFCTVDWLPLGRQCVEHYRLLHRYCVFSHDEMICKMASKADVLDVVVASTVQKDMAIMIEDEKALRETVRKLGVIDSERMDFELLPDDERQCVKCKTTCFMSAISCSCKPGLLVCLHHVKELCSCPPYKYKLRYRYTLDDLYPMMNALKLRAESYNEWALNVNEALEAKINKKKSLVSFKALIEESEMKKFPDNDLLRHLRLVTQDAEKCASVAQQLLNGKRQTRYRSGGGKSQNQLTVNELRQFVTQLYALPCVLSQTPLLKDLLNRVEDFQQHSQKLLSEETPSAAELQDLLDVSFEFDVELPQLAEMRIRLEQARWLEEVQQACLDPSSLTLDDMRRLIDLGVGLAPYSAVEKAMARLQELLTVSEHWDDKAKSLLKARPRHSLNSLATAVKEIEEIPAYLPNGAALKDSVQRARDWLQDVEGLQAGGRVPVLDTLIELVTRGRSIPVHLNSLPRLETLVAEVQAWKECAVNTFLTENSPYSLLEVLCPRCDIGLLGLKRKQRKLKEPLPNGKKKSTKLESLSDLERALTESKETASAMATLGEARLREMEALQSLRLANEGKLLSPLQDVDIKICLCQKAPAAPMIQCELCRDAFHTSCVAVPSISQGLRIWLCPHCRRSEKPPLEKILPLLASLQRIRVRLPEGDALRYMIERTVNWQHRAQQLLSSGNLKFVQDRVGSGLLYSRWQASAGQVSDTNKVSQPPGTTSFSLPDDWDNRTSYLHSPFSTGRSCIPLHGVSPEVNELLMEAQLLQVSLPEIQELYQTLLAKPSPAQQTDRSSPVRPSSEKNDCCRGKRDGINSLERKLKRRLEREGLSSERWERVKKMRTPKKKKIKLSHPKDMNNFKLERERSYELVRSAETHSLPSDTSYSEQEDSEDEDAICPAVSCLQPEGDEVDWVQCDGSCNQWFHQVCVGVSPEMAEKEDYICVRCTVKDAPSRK
#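 Inhibition is measured as reduced NADH fluorescence generation from FDH coupling to formaldehyde release. Truncated KDM5BΔAP at 200 nM final acts on H3K4me3 peptide (12.5 µM in substrate mix) in pH 7.5 HEPES buffer with Tween-20, 30 min, room temperature.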
# An asterisk follows results filed as active; ? = inconclusive; [ ] = remark or other dose. Potency is the fitted concentration of half-maximal effect.
KDM5B inh	SMILES
?	O=C(Nc1cccc(Cl)c1)c1nnc(C(=O)N2CCC(C(=O)NCCN3CCCC3)CC2)s1
25%	OC1(c2cccc(C(F)(F)F)c2)CCN(Cc2nc(-c3cnccn3)no2)CC1
8%	Nc1ccc(S(=O)(=O)Nc2nccc(/C=C/c3cccc(Br)c3)n2)cc1
3%	CNC(=O)NC(=O)CN(Cc1ccc(C)cc1)C1CC1
8%	O=C1NCCCCCCN(C(=O)Nc2ccccc2)[C@H]2C[C@H](C(=O)N3CCc4ccccc4C3)C[C@@H]12
11%	CCc1ccc2c(Cn3nc(C)c(C)c(C#N)c3=O)cc(=O)oc2c1
-28%	CCOc1ccc(-c2c(C)nn3c(C)c(C(=O)NCC(C)c4ccccc4)cnc23)cc1OCC (stereo not drawn)
11%	Cn1nc(C(=O)OCCOc2cccc(Cl)c2)c2ccccc2c1=O
36%	CCCCCNC(=O)[C@@H]1CSC2c3ccccc3C(=O)N21 (stereo partly drawn)
3%	CCN(CC(=O)NC)C(=O)CCc1ncc(-c2ccc(Cl)cc2)o1
?	CC(=O)Nc1ccc(C2Nc3c(C)cc(C)cc3-c3cc(C)nn32)cc1 (stereo not drawn)
?	CCOc1ccc(CCNC(=O)c2sc3ncccc3c2-n2cccc2)cc1OCC
?	COc1ccc(CN2CCc3c(c(=O)n4ncc(C(=O)N5CCN(c6ccccc6OC)CC5)c4n3C)C2)cc1
-7%	COc1ccc(Br)cc1CNC(=O)Cn1ncn2nc(-c3cccs3)cc2c1=O
14%	O=C(Nc1ccccc1F)c1nn(-c2cccc(Cl)c2)ccc1=O

# (next part)
KDM5B inh	SMILES
8%	COC(=O)/C=C/c1ccc(OS(=O)(=O)c2ccc3c(c2)OCCCO3)c(OC)c1
-24%	Cc1c(CNC2CCCCCC2)c(C(=O)O)c(C)n1Cc1c(F)cccc1Cl
-19%	O=C1c2cccn2CC(CNS(=O)(=O)c2ccccc2)N1Cc1ccccc1 (stereo not drawn)
-17%	CCOc1cc2sc(N3CCC(C(=O)Nc4ccc(C(C)C)cc4)CC3)nc2cc1Br
-1%	Cc1cccc(OC(C)C(=O)Nc2ncn[nH]2)c1 (stereo not drawn)
?	COc1ccc2nc(SCC(O)c3cccc(Br)c3)[nH]c2c1 (stereo not drawn)
32%	Cn1nc(-c2ccccc2)cc1C(=O)N1CCNCC(O)C1 (stereo not drawn)
-26%	COc1ccc2nc(C)c(C(=O)NC34CC5CC(CC(C5)C3)C4)cc2c1
-17%	Cc1ccc(-c2nc(Cn3c(=O)cc(-c4ccccc4)c4c(C)nn(C)c43)c(C)o2)cc1
?	O=C(c1cc(-c2ccccc2F)n[nH]1)N1CCC2(CCCN(Cc3ccccc3F)C2)C1 (stereo not drawn)
-9%	Cc1c(Cl)cccc1NC(=O)N1CCC(CN2CCOCC2)CC1
8%[115 µM]	Cc1ccc(S(=O)(=O)c2nnn3c2nc(N2CCCCC2)c2ccccc23)cc1C
-13%	COCCN1C(=O)c2ccccc2C(C(=O)Nc2nncs2)C12CCCC2 (stereo not drawn)
?	CN(C)C[C@@H]1CN(Cc2ccccc2)C[C@H]1NC(=O)C1(C)CCOCC1
31%[activator]	O=C1CCCN1CCCN1C(=O)[C@@H]2C[C@@H](O)CN2C2(CN(Cc3ccccc3Cl)C2)C1=O

# Following part
KDM5B inh	SMILES
18%	Cc1cccc(C(=O)Nc2ccc3nc(SCc4ccc(I)cc4)sc3c2)c1
?	CCS(=O)(=O)Nc1ccc(C2=NN(C(=O)c3ccco3)C(c3ccc(OC)cc3)C2)cc1 (stereo not drawn)
2%	O=C(CC1C(=O)OCCN1Cc1ccccc1)Nc1ccc(F)c(F)c1 (stereo not drawn)
9%	CCC(=O)NC(c1ccc(OC)c(OC)c1)c1nccc2cc(OC)c(OC)cc12 (stereo not drawn)
11%	O=C(CCc1ncc(-c2ccc(F)cc2)o1)NCCN1CCOCC1
7%	CCOc1c(Br)cc(/C=C/C(=O)c2ccccc2)cc1OC
?	NC1CCc2nn(CC(=O)N3CCN(c4ncccn4)CC3)c(=O)n2CC1 (stereo not drawn)
0%	COc1cccc(CN2CCC(C(O)(c3ccccc3)c3ccccc3)CC2)c1OC
-20%	COc1ccccc1NC(=O)Cn1ccn2nc3c(c2c1=O)CCCC3
10%	Cc1ccc(-c2cnc(CCC(=O)NCc3ccccc3)o2)cc1C
0%	CC(C)c1nnc(C2CN(C(=O)COc3ccc(F)cc3)CC23CCOCC3)o1 (stereo not drawn)
15%	CC(=O)NCc1ccc(C(=O)NCC2(c3ccccc3)CCCCC2)cc1
-10%	Cc1noc(-c2ccc(OC(F)(F)F)cc2)c1C(=O)NCCc1ccc(F)cc1
34%	O=C(Cn1nc2c(cc1=O)CCCC2)NCCc1c[nH]c2ccc(F)cc12
4%	O=C(Cn1cccc1-c1nc(-c2ccccc2)no1)NCc1ccc(F)cc1F

# 2 entries from above, as comma-separated lines:
Molecule,KDM5B inh
O=C(CCc1ncc(-c2ccc(F)cc2)o1)NCCN1CCOCC1,11%
CCOc1c(Br)cc(/C=C/C(=O)c2ccccc2)cc1OC,7%

# Other compounds follow.
KDM5B inh	SMILES
-12%	COCCCn1c(C)cc(C(=O)CN2C(=O)NC(Cc3c[nH]c4ccccc34)C2=O)c1C (stereo not drawn)
-24%	Cc1ccccc1NC(=O)C1CCCN(c2cn[nH]c(=O)c2)C1 (stereo not drawn)
?	CNc1cc(C(=O)N2CCN(CC(=O)O)CC(O)C2)ccn1 (stereo not drawn)
?	Cc1ccsc1/C=C/C1=Cc2c(sc(N)c2C#N)C(C)(C)C1
22%	C=CCN(Cc1ccc(F)cc1)C1CCCC1
0%	Nc1ccccc1OCc1cccnc1
-6%	COc1ccc(Cl)cc1S(=O)(=O)N1CCN(CC(=O)Nc2ccccc2C(F)(F)F)CC1
-23%	Cc1ccc(OCC(=O)NNC(=S)NC(=O)COc2ccccc2)cc1
8%	O=C(COc1coc(CN2CCCCC2)cc1=O)NCc1ccccc1F
?	Cc1cccc(/C=C/C(=O)c2cc3ccccc3o2)c1
-9%	O=C1c2c(-c3nc(-c4ccsc4)no3)nnn2CCN1CCOc1ccc(F)cc1
-17%	Cc1cc(C(=O)Nc2ccc(C(C)C)cc2)c2c(C)nn(-c3ccccc3)c2n1
-1%	COc1ccc(N2CCC(CNC(=S)Nc3ccc(C)cc3C)C2)cc1 (stereo not drawn)
-9%	O=C(NC1CCCCCCC1)c1c(Cl)cccc1Cl
-29%	Cc1nn(C(C)C)c(C)c1N

# 14 entries out of the list, ordered by molar mass, low to high:
KDM5B inh	SMILES
?	Cc1cccc(/C=C/C(=O)c2cc3ccccc3o2)c1
-9%	O=C(NC1CCCCCCC1)c1c(Cl)cccc1Cl
?	CNc1cc(C(=O)N2CCN(CC(=O)O)CC(O)C2)ccn1 (stereo not drawn)
-24%	Cc1ccccc1NC(=O)C1CCCN(c2cn[nH]c(=O)c2)C1 (stereo not drawn)
?	Cc1ccsc1/C=C/C1=Cc2c(sc(N)c2C#N)C(C)(C)C1
34%	O=C(Cn1nc2c(cc1=O)CCCC2)NCCc1c[nH]c2ccc(F)cc12
-1%	COc1ccc(N2CCC(CNC(=S)Nc3ccc(C)cc3C)C2)cc1 (stereo not drawn)
-23%	Cc1ccc(OCC(=O)NNC(=S)NC(=O)COc2ccccc2)cc1
8%	O=C(COc1coc(CN2CCCCC2)cc1=O)NCc1ccccc1F
-17%	Cc1cc(C(=O)Nc2ccc(C(C)C)cc2)c2c(C)nn(-c3ccccc3)c2n1
4%	O=C(Cn1cccc1-c1nc(-c2ccccc2)no1)NCc1ccc(F)cc1F
-9%	O=C1c2c(-c3nc(-c4ccsc4)no3)nnn2CCN1CCOc1ccc(F)cc1
-12%	COCCCn1c(C)cc(C(=O)CN2C(=O)NC(Cc3c[nH]c4ccccc34)C2=O)c1C (stereo not drawn)
-6%	COc1ccc(Cl)cc1S(=O)(=O)N1CCN(CC(=O)Nc2ccccc2C(F)(F)F)CC1

# Going on with the list:
KDM5B inh	SMILES
9%	CCN(C1CCOCC1)C1CN(C(=O)c2cccn2C)C1
20µM*	COC[C@@H]1CN(c2ncccn2)C[C@H]1C(=O)Nc1ccncc1
37%	Cc1ccccc1N1Cc2c(ncnc2N2CCN(Cc3ccccc3)CC2)N(C)CC1=O
6%	CCC(=O)N1CCc2sc(C(=O)NCc3cccs3)cc2C1
-11%	Cc1nc(-c2cccc(Cl)c2)n(CC(=O)NC(C)CCc2ccccc2)c(=O)c1CCO (stereo not drawn)
-9%	Cc1nc(CN2C(=O)OC3(CCN(C(=O)Cc4ccc(O)cc4)CC3)C2(C)c2ccccc2)cs1 (stereo not drawn)
-23%	Cc1ccccc1-n1c(=O)c2ccccc2n(Cc2ccc(F)cc2)c1=O
6%	O=C(NCCc1noc(C2CC2)n1)Nc1ccc(C(F)(F)F)cc1
17%	Cn1nnc(-c2ccc(C(=O)N[C@H]3C[C@@H]4OCC[C@H]34)cc2)n1
-46%	CCCCSc1ncnc2c1c(-c1ccccc1)cn2-c1cccc(F)c1
9%	CC1(C)CC(=O)C2=C(C1)OC(N)=C([N+](=O)[O-])C2c1ccc(F)cc1 (stereo not drawn)
2%	N#C/C(N)=C(/C#N)N=Cc1cccc(Cl)c1
-12%	COc1cc(Cl)ccc1C(=O)N1C[C@@H](C(N)=O)[C@H](c2nc(C)no2)C1
-1%	CCNS(=O)(=O)c1cccc(C(=O)Nc2cccc3ncccc23)c1
-12%	Cc1nc(CN2CCN(C(=O)CC3COCCN3)CC2)cs1 (stereo not drawn)

# (next part)
KDM5B inh	SMILES
5%	C=C(C)CCOC(=O)C(CC(=O)O)NCc1ccco1 (stereo not drawn)
?	COc1ccc(CNC(=O)C2CCN(c3nnc(-n4cccc4CNc4ccc(C)cc4)s3)CC2)c(OC)c1
-10%[149 µM]	COc1ccccc1-c1cc(C(=O)N(C)C)c2cnn(C)c2n1
-1%	CSc1ccc(CN(C)C(=O)/C=C/c2cccs2)cc1
?	COc1ccccc1Nc1cnc2ccc(N(C)Cc3cccnc3)nn12
-10%	COC(=O)c1ccc(OC)c(CN2CCCN(Cc3cc(C)ccc3C)S2(=O)=O)c1
28%	COc1ccc(CNC(=O)C(C)[C@@H]2CCc3c(C)cc(OCCN4CCOCC4)c(C)c3C2)cc1 (stereo partly drawn)
14%	O=C1CSC(c2cccc(C(F)(F)F)c2)N1c1cccc(F)c1 (stereo not drawn)
?	O=C(NCCc1csc(-c2cccnc2)n1)c1ccc(F)c(F)c1
-26%	Cc1ccc(NC(=O)C2Cn3cccc3C(=O)N2)cc1F (stereo not drawn)
20%	Cc1ccc(OC(=O)CSc2nnc(-c3cccs3)o2)cc1
-15%	COc1ccc(N2CC(C(=O)NCc3ccc(C(F)(F)F)cc3)NC2=O)cc1 (stereo not drawn)
28µM*	COc1ccc(-c2cc(C(=O)N3CCCC3)ccn2)cc1F
?	COc1ncccc1-c1n[nH]c2c1CC(=O)N(Cc1ccccc1)C2
30%	CNC(=O)C1CCN(C(=O)c2coc(COc3ccc4ccc(OC)cc4c3)n2)C1 (stereo not drawn)

# Further records follow:
KDM5B inh	SMILES
14%	CC(C)c1ccc(CNC(=O)CN2CC3CC(C2)[C@H]2CCCC(=O)N2C3)cc1 (stereo partly drawn)
-30%	Cc1ccn2c(Nc3ccccc3C)c(-c3cccnc3)nc2c1
-18%	COc1cc(C2C(C#N)=C(N)Oc3n[nH]c(C)c32)cc(Br)c1OCc1ccccc1 (stereo not drawn)
13%	CCn1nnc2cc(C(=O)Nc3cc(S(C)(=O)=O)ccc3Cl)ccc21
-23%	Cc1ccc(C)c(Cn2c(-c3ccc(Cl)cc3)nc(C)c(CCO)c2=O)c1
-10%	S=C(Nc1ccc(CN2CCCCC2)cc1)Nc1cccc(Cl)c1Cl
20%	Cc1cc(CN(C)C(=O)c2cc(COc3ccc4c(c3)OCO4)[nH]n2)on1
3%	CCN(C(=O)Cn1nc(C(=O)O)c2ccccc2c1=O)c1ccccc1
2%	CC(NC(=O)c1ccc(Cl)cc1)c1nnc(SCC(=O)c2ccccc2)n1C (stereo not drawn)
12%	O=C1CC[C@@H](C(=O)N2CCc3onc(C(c4ccccc4)c4ccccc4)c3C2)N1
-13%	Cc1ccc(CNC(=O)CSc2nc3ccsc3c(=O)n2Cc2ccccc2F)cc1
-12%	CC1=C[C@@H](CN2CCN(c3ccc(F)cc3)CC2)[C@H](C(C)C)C[C@H]1Cc1nnc(-c2cncn2C)o1
-12%	Cc1ccc(C2Cn3cnc(C(=O)N4CCC(C(=O)NCc5ccco5)CC4)c3CO2)cc1 (stereo not drawn)
-8%	COc1ccc(Cl)cc1NC(=O)[C@H]1C[C@H](CCC(N)=O)N[C@]12C(=O)Nc1c(C)cc(Cl)cc12
-10%	Cc1ccc(OCC(=O)N2CC(c3nnc(-c4ccc(C)cc4)o3)C3(CCOCC3)C2)cc1 (stereo not drawn)

# The list continues:
KDM5B inh	SMILES
?	Cc1ccc(CN(Cc2ccco2)C(=O)COc2ccc(C(C)C)cc2)cc1
-7%	COc1ccc(-c2nc3sc(CCNC(=O)C(=O)Nc4ccccc4C#N)c(C)n3n2)cc1
10%	C=CCOc1ccc(/C=C2\N=C(SC)SC2=O)cc1
?	CC(C)CN(CCCNC(=O)c1cc(-c2ccc(Br)s2)nc2ccccc12)CC(C)C
-7%[149 µM]	Cc1ccccc1N(C)C1CN([S+](=O)([O-])c2ccccc2)C1
?	CCOC(=O)c1nc(Nc2ccc(C(C)=O)cc2)c2ccccc2n1
0%	O=C(CCC1CCN(c2cc(NC3CC3)ncn2)CC1)Nc1ccccc1
8%	O=C(Cc1ccccc1Cl)N1CCC(Cc2nc(-c3ccc(F)cc3)no2)CC1
12%	O=C(Nc1nn(Cc2ccc(F)cc2)cc1Cl)c1nc2ncccn2n1
3%	CC(NC(=O)/C=C/c1cccs1)C12CC3CC(CC(C3)C1)C2 (stereo not drawn)
16%	CN1C(=O)C2(C(C#N)=C(N)N(c3ccccc3)C3=C2C(=O)OC3)c2ccccc21 (stereo not drawn)
21%	CC(O)CNC(=O)NCCc1ccc(S(N)(=O)=O)cc1 (stereo not drawn)
-9%	O=C(NCCCl)c1ccc2ccccc2n1

# These rows are one share of the data; count on the stated rates, not on these rows.
